Screening results (PubChem BioAssay)
ASAP1 inh – blocks human ASAP1-stimulated Arf1 GTP hydrolysis. GDP FP detection. inhibition, % at 16.5 µM. AID 624377. 0.19% of 360,000 active. Q9ULH1; in the data active means inhibition above about 25%;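 further: 0% = vehicle with enzyme and substrate and 100% = no enzyme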
ARFGAP1 inhibitor – inhibitors of rat ARFGAP1; inhibition, % at 16.5 µM; AID 651572; Arfgap1-stimulated ARF1 GTP hydrolysis, GDP FP detection; 0.26% of 360,000 active;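 active means inhibition above a per-plate limit, mean inhibition of low control wells plus 3 SD, cut at about 25% in these data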;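 further: 0% = DMSO wells with enzyme and 100% = wells lacking Arfgap1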
Target sequence (Q62848 1-136 limits assumed): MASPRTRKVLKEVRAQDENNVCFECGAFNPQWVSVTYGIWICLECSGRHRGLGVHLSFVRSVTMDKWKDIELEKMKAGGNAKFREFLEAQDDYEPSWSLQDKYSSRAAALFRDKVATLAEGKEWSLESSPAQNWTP
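System: truncated rat Arfgap1 GAP domain / Benchmarks: high control wells lacking Arfgap1, low control full reaction with DMSO / Times: compound-enzyme preincubation 20 min, reaction 120 min, detection 60 min, 25 °C / Repeats: one replicate per compound / Also added: human ARF1(Δ1-17)-GTP substrate / Measured by: Tracer-displacement fluorescence polarization with EDTA stop, 620/688 nm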
DDE Tn7 FP inh – disrupts Tn7 cyclic peptide binding to fibrin D-Dimer-E complex. P02675. AID 720508. 0.13% of 370,000 active. inhibition, % at 8.3 µM. FP displacement of FITC-Tn7 peptide from fibrin DD(E); 0% = median of compound wells per plate;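 active means inhibition above the mean of compounds falling within the control limits plus 3 SD of them, cut at about 14% in these data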;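 further: 0% = plate median of compound wells and 100% = 10 µM Aha-Tn7 peptide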
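Assay system: Human clot-derived fibrin DD(E) complex | Buffer or medium: Tris/NaCl/CaCl2 buffer, pH 7.8 | Repeats: One replicate per compound | Benchmarks: Aha-Tn7 high control | Measure: % inhibition scaled between sample-field median and high-control FP | Schedule: 10 min plus 3 h, room temperature | Signal: Fluorescence polarization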
ADAM17 inh – inhibits human ADAM17. P78536. recombinant ADAM17, EDANS/DABCYL FRET peptide cleavage. inhibition, % at 6.95 µM. 0.83% of 370,000 active. AID 720648;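 active means inhibition above the mean of compounds lying between control limits plus 3 SD, set per campaign, cut at about 8.5% in these data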;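 further: 0% = DMSO-only wells as the low control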
KLK7 zymogen act – activates the human kallikrein-7 zymogen. activation, % at 7 µM. purified proKLK7, EDANS-DABCYL substrate fluorescence; 100% is mature enzyme control, 0% vehicle. P49862. 0.9% of 370,000 active;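 active means activation above the mean of all tested compounds plus 3 SD, computed per campaign excluding outliers beyond control limits, cut at about 13% in these data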
Target sequence (P49862 whole entry, looked up): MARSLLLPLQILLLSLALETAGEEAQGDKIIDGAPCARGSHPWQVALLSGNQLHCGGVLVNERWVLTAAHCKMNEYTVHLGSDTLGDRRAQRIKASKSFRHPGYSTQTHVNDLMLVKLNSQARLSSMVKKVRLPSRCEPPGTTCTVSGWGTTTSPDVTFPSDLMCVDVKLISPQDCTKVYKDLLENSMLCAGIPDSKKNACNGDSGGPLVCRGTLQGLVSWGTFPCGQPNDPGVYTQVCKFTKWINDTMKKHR
ADAM10 inh – inhibitors of human ADAM10 | inhibition, % at 7 µM | recombinant ADAM10, EDANS/DABCYL FRET peptide cleavage, 3 h | O14672 | 0.62% of 370,000 active;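 active means inhibition above a per-campaign cutoff equal to the mean of compounds falling between control-based bounds plus 3 SD, cut at about 20% in these data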;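 further: 0% = DMSO wells while the 100% control is not disclosed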
Target sequence (O14672 214-748 limits assumed): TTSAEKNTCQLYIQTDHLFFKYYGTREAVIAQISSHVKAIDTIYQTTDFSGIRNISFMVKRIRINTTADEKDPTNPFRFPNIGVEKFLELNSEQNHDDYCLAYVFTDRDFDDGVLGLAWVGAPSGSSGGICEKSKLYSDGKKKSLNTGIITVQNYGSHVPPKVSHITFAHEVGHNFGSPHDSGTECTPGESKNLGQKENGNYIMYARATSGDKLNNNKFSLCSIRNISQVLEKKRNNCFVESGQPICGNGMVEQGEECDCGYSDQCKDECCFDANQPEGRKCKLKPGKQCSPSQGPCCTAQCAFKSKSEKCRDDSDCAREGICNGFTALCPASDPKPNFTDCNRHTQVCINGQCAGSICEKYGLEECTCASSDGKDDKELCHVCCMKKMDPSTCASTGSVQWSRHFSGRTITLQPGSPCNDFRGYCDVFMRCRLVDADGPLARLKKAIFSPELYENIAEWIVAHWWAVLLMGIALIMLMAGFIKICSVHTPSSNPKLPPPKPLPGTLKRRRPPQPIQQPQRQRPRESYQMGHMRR
DDE Tn6 FP inh – inhibitors of Tn6 peptide binding to human fibrin DD(E). 0.21% of 370,000 active. inhibition, % at 8.3 µM. AID 720509. Fibrin DD(E) TRITC-Tn6 fluorescence polarization displacement;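 active means inhibition above a per-campaign cutoff: mean of compounds within control limits plus 3 SD, cut at about 15% in these data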;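 further: 0% = median of all compound wells on the plate and 100% = blocking peptide control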
TDP2 absorb – blocks human TDP2 phosphodiesterase activity; inhibition, % at 12.8 µM; 0.34% of 370,000 active; AID 720702; recombinant TDP2, T5PNP hydrolysis, p-nitrophenol absorbance 415 nm;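 active means inhibition above the mean of all tested compounds plus 3 SD, set per campaign, cut at about 25% in these data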;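 further: 0% = DMSO with enzyme and 100% = buffer with substrate but no TDP2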
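Assay system: Recombinant human TDP2 | Quantity: 120 nM TDP2 per well | Incubation: 2 h at 37 °C | Signal: Epi absorbance | Evaluation: Percent inhibition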
LEDGF integ inh – blocks HIV-1 LEDGF/p75-dependent DNA integration. TR-FRET IN-LEDGF/p75 DNA integration, Eu/Cy5. inhibition, % at 3.7 µM. 0.64% of 370,000 active. AID 743269;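 active means inhibition above the screen-wide mean plus 3 SD, cut at about 13% in these data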;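 further: signal is the Cy5 over europium emission ratio at 671 and 618 nm; 0% = plate median of compound wells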
PLCg1 inh – inhibitors of human phospholipase C gamma1. purified PLC-gamma1, fluorogenic substrate, fluorescence. 0.84% of 370,000 active. inhibition, % at 12.2 µM; in the data active means inhibition above about 9.5%
The depositor's hits bear a star; i = inactive; x = not tested or not shown.

SMILES	ASAP1 inh	ARFGAP1 inhibitor	DDE Tn7 FP inh	ADAM17 inh	KLK7 zymogen act	ADAM10 inh	DDE Tn6 FP inh	TDP2 absorb	LEDGF integ inh	PLCg1 inh
COC(=O)Cc1ccc(NC(=S)NCCSc2ccc(C)cc2)cc1	-6	10	1	2	0.1	-2	2	6	1	0
CCOC(=O)C1CCN(C(=O)c2ccc3c(=O)n4nc(Nc5ccccc5CC)sc4nc3c2)CC1	6	-9	-1	-2	1.3	-6	1	1	2	-8
O=C(CN1C(=O)c2ccc([N+](=O)[O-])cc2C1=O)Nc1nccs1	-7	3	2	-6	-0.5	5	1	0	-6	1
CN(C(=O)CSc1ncnc2sccc12)C1CCCCC1	5	10	-3	0	-0.6	-10	-3	-3	2	3
COC(=O)c1ccc(Cn2ccc3ccc(-c4ccc5ccn(Cc6ccccc6)c5c4)cc32)cc1	x	x	-5	-6	-6.4	-27	2	-1	2	-19
CCOC(=O)c1[nH]c(C(=O)O)c(CCC(=O)OC)c1C	-13	11	3	-8	-0.6	-6	0	-3	1	0
Cc1ccc(NC(=O)Cn2cnc3c(nnn3Cc3ccc(F)cc3)c2=O)cc1	9	2	5	-3	0.9	-10	-8	-5	-4	0
CCOC(=O)c1ccc(NC(=O)NCCN2CCCCC2)cc1	-11	-1	-3	0	0.0	1	-8	-8	2	5
Cc1cc(C)n(CC(=O)N/N=C/c2ccc3c(c2)OCO3)n1	-3	1	-6	-1	0.5	-8	-10	10	-1	-2
Cc1ccc(-n2[nH]c(C)c(C=Nc3ccc4[nH]c(=O)[nH]c4c3)c2=O)cc1	-10	-11	6	-6	379*	-17	-2	-4	-4	-4
CCCCN(C(=O)c1ccncc1)c1c(N)n(CCC)c(=O)[nH]c1=O	-9	-9	10	-3	-0.7	-6	1	1	-4	-1
CC12CCC(C(=O)N(c3ccccc3Cl)C1=O)C2(C)C (centres undefined)	2	8	-1	-1	0.0	-6	4	-3	5	0
O=C1/C(=C/c2cccc(Cl)c2)SC(=S)N1CCC(=O)N1CCCCC1CCO (centres undefined)	9	0	-16	6	0.6	7	4	-9	3	3
CS/C(=C\[N+](=O)[O-])Nc1ccc(C)cc1	1	7	4	-2	0.3	-5	7	5	-3	-2
N#Cc1c(N)nc2c(c1-c1cccnc1)CCCCC2	3	4	1	-13	-0.2	-47	6	-10	-3	-13
O=C(O)Cn1nnnc1SCC(=O)Nc1ccccc1F	-10	-1	-1	-1	-0.6	3	1	7	2	4
Cc1cc(C)n(CCN(C)C(=O)C2CCC(=O)N(CCN3CCOCC3)C2)n1 (centres undefined)	-2	15	-4	-3	0.2	-3	-3	-3	3	-1
O=C(Nc1nnc(C2CCCCC2)s1)C1CC(=O)N(c2ccccc2)C1 (centres undefined)	0	0	3	0	0.3	2	6	-12	-3	-1
CC(C)c1ccc(NC(=O)c2snc3ccc(Cl)cc23)cc1	3	13	1	-4	-0.8	-3	-2	6	-1	-1
COc1ccc(-c2cc(C)no2)cc1S(=O)(=O)N1CCN(c2ccc([N+](=O)[O-])cc2)CC1	6	-11	10	1	0.5	-3	10	-15	5	-2

Overlap with the part before: five entries, followed by the next part.
SMILES	ASAP1 inh	ARFGAP1 inhibitor	DDE Tn7 FP inh	ADAM17 inh	KLK7 zymogen act	ADAM10 inh	DDE Tn6 FP inh	TDP2 absorb	LEDGF integ inh	PLCg1 inh
O=C(O)Cn1nnnc1SCC(=O)Nc1ccccc1F	-10	-1	-1	-1	-0.6	3	1	7	2	4
Cc1cc(C)n(CCN(C)C(=O)C2CCC(=O)N(CCN3CCOCC3)C2)n1 (centres undefined)	-2	15	-4	-3	0.2	-3	-3	-3	3	-1
O=C(Nc1nnc(C2CCCCC2)s1)C1CC(=O)N(c2ccccc2)C1 (centres undefined)	0	0	3	0	0.3	2	6	-12	-3	-1
CC(C)c1ccc(NC(=O)c2snc3ccc(Cl)cc23)cc1	3	13	1	-4	-0.8	-3	-2	6	-1	-1
COc1ccc(-c2cc(C)no2)cc1S(=O)(=O)N1CCN(c2ccc([N+](=O)[O-])cc2)CC1	6	-11	10	1	0.5	-3	10	-15	5	-2
COc1ccc(CN2C[C@@H](CO)O[C@@H](n3cnc4c(NCCN(C)C)ncnc43)C2)cc1	13	-4	4	-6	0.5	-12	3	8	-1	3
NC(=O)C1CCN(c2nc(-c3cccc(Cl)c3)cs2)CC1	1	-3	0	1	-0.1	8	3	13	-2	-2
C/C(Cl)=C/CSc1nnc2n(N)c(=O)c3ccccc3n12	-1	12	3	-1	0.4	-13	5	-8	-9	-1
O=C(O)CCCN1C(=O)/C(=C/c2cn(-c3ccccc3)nc2-c2cccs2)SC1=S	-19	-14	-5	-1	-0.9	-3	2	9	-3	-7
COCCn1c(=NC(=O)CSCC(=O)N2CCOCC2)sc2ccccc21	1	-2	-1	-1	-0.1	-16	1	14	1	-1
Cc1noc(/C=C/N(C)C)c1S(=O)(=O)N1CCCC(C(=O)NCc2cccs2)C1 (centres undefined)	-3	1	4	0	-1.4	3	-8	4	17*	-10
CC(C)Sc1nc2c(c(=O)n1C)SC(C)C2 (centres undefined)	9	7	4	-3	-0.3	-1	0	-4	0	4
O=S(=O)(c1ccc(Nc2ccc(-c3ccc4c(c3)OCCO4)nn2)cc1)N1CCCC1	6	16	-3	5	-0.5	10	8	-3	-2	-13
COc1ccc(CN(C)C(=O)COC(=O)c2c(C)nn(-c3ccc(F)cc3)c2Cl)cc1	-6	9	5	2	0.8	8	-2	-2	-2	2
O=C(CSc1nnc(NC(=O)c2ccc(F)cc2F)s1)NC1CC1	-2	5	-3	-2	-0.2	-8	4	1	-1	-1
Cc1ccc(C)c(NS(=O)(=O)c2ccc(OCC(=O)N3CCOCC3)cc2)c1	-7	-9	8	-6	0.9	5	1	1	0	0
CCNc1nc(SCCOc2ccc(Br)cc2)nc(N(C)C)n1	-5	7	4	-1	-0.4	0	3	0	7	3
CC(=O)Oc1ccc2c3c(c(=O)oc2c1C)CCCC3	-8	2	4	-55	168*	-126	-2	5	-6	-324
O=C(NN1CCOCC1)c1cc(-c2ccccc2)nc2ccccc12	6	11	4	0	-0.7	-3	3	-7	-1	-2
COC(=O)CNC(=S)NC(=O)c1ccc(C(C)(C)C)cc1	1	21	-2	0	-0.3	1	3	10	7	-1
CC(=O)Nc1cc(-c2ccccc2)cn2c(-c3ccc(F)cc3)cnc12	-5	-12	-1	-11	-3.2	-32	1	5	-4	-13
CC(C)(C)OC(=O)N[C@H](C(=O)OC(C)(C)C)c1ccc2c(c1)OCO2	-4	1	3	5	-0.3	12	7	-12	-1	10*
CN(C)S(=O)(=O)c1ccc(-c2csc(-c3cccnc3)n2)cc1	-3	3	7	-4	0.3	-8	14	-11	0	0
O=C(Nc1ccccc1N1CCOCC1)C1CCN(S(=O)(=O)c2cccc(C(F)(F)F)c2)CC1	8	1	3	5	-0.1	12	-2	0	-2	1
O=C(O)CCNC(=O)/C(=C\c1ccco1)NC(=O)c1ccco1	7	3	0	-1	1.2	2	-7	7	0	-8
COC(=O)c1ccc(/C=N/OCC(=O)NC2CCCC(C)C2C)cc1 (centres undefined)	9	3	0	-3	-0.2	-1	4	-10	-1	3
O=C1/C(=C/c2ccncc2)Oc2cc(OS(=O)(=O)c3ccccc3)ccc21	10	5	3	-2	-1.6	-7	1	2	-6	-3
O=C(O)c1cccc(-c2csc(C(O)c3cccc(Cl)c3)n2)c1 (centres undefined)	4	7	1	-6	-0.2	-9	-2	1	-4	-8
Nc1nc2nccc(-c3ccc(Cl)cc3)n2n1	8	-4	4	i	57*	i	0	-12	2	i
CCOc1ccc(/C=N/NC(=O)CCC(=O)Nc2ccc(F)cc2)cc1	11	7	8	-2	0.0	-6	-6	0	-2	-2
CSCCC(N=C1NS(=O)(=O)c2ccccc21)C(=O)NCc1ccccc1F (centres undefined)	9	11	2	1	0.0	8	-2	-16	1	2
COC(=O)C(=O)C1CCc2c(Cl)cc(OC)c(OC)c2C1=O (centres undefined)	4	-1	-2	-8	1.7	-42	2	4	4	-31
Cc1ccc(S(=O)(=O)NCC2CCCO2)cc1[N+](=O)[O-] (centres undefined)	-4	-21	-2	-1	0.0	-4	-13	8	2	0
C=CCNC(=O)C(=O)c1cccn1-c1ccsc1C(=O)OC	3	-1	-5	-2	-0.4	4	5	11	-5	3
Cc1noc(C)c1S(=O)(=O)N1CCCC(C(=O)NCCc2ccc(Cl)cc2)C1 (centres undefined)	4	-2	-2	0	-0.3	-4	1	-4	2	-4
COc1ccc(N2CCN(C(c3cccs3)C(C)NC(=O)c3ccc4c(c3)OCO4)CC2)cc1 (centres undefined)	0	11	7	-6	-0.7	8	-2	-8	-3	4
CC(=O)Nc1ccc(S(=O)(=O)N[C@@H](C)C(=O)OCC(=O)Nc2ccc3c(c2)OCCO3)cc1	10	0	-3	1	-0.1	-5	-1	-3	3	-1
CCOc1ccc(-c2n[nH]c(C)c2Oc2ccc(OC)cc2)c(O)c1	4	15	7	8	-0.6	16	-5	-21	-2	4
O=C(NNC(=O)c1ccccc1Br)c1ccncc1	13	-1	-1	-3	-0.1	-1	3	7	0	1
CC(C)CCC1(C)NC(=O)N(CC(=O)NCC(=O)Nc2ccc(F)c(F)c2F)C1=O (centres undefined)	-1	2	6	-3	0.2	-6	2	-6	-1	-3
C=CCn1c(SCCOC)nc2c1c(=O)[nH]c(=O)n2C	6	0	-5	-4	0.3	-9	8	3	-5	0
COC(=O)CN1C(=S)N(C)C(=O)C1CC(=O)Nc1ccccc1 (centres undefined)	-1	-3	4	-3	0.4	-6	2	4	-1	1
O=C(CSc1ccccc1F)NCCCN1CCCC1=O	-5	4	-7	-5	-0.8	1	4	-5	0	0
COC(=O)[C@]12CCCCC=C1N(CCC1=CCCCC1)C(=O)[C@H](CC(=O)N1CCCC1)C2	9	7	-2	-5	0.7	-10	-2	-6	-2	2
CCOC(=O)C1=C(C)N=c2s/c(=C/c3cccc(OCC(=O)O)c3)c(=O)n2C1c1ccc(F)cc1 (centres undefined)	-7	2	0	2	-0.2	11	5	13	7	6
O=C(CSc1nnc(COc2ccc(Cl)cc2)o1)OC1CCCCC1	-7	-2	2	5	1.1	9	-2	1	0	0
COc1ccc2[nH]cc(CCNC(=O)Cc3ccc(Br)cc3)c2c1	-6	7	-2	1	0.7	4	-8	5	3	0
Cc1ccc(N2CC(C(=O)NCc3ccccn3)CC2=O)cc1 (centres undefined)	-20	-3	7	1	-0.1	1	2	0	-2	0
CC1(C)Cc2c(C#N)c(N3CCCC3)nc(-c3ccco3)c2CO1	11	-8	-1	-31	3.9	-116	-11	6	10	-79

Rows are unselected; about 4.2% have a hit in one of these screens.
